# Assay outcomes deposited in PubChem by National Center for Advancing Translational Sciences (NCATS).
# L3MBTL1 block: L3MBTL1 (human) inhibition; hit rate 0.66% among 230,000; Potency, µM (series often up to 57.1 µM), inactives show at the top dose activity, negative = inhibition, actives largely listed as inhibitors; Q9Y468; AlphaScreen L3MBTL1–H3K9me1 peptide binding; active = well fitted inhibition curve with a large enough effect; inconclusive = small, poorly fitted or top-dose-only effect; inactive = no such curve, though single readings can be large or run the other way; note: nearly all actives have a fitted effect of over 60% in size
# Target sequence (Q9Y468 whole entry, looked up): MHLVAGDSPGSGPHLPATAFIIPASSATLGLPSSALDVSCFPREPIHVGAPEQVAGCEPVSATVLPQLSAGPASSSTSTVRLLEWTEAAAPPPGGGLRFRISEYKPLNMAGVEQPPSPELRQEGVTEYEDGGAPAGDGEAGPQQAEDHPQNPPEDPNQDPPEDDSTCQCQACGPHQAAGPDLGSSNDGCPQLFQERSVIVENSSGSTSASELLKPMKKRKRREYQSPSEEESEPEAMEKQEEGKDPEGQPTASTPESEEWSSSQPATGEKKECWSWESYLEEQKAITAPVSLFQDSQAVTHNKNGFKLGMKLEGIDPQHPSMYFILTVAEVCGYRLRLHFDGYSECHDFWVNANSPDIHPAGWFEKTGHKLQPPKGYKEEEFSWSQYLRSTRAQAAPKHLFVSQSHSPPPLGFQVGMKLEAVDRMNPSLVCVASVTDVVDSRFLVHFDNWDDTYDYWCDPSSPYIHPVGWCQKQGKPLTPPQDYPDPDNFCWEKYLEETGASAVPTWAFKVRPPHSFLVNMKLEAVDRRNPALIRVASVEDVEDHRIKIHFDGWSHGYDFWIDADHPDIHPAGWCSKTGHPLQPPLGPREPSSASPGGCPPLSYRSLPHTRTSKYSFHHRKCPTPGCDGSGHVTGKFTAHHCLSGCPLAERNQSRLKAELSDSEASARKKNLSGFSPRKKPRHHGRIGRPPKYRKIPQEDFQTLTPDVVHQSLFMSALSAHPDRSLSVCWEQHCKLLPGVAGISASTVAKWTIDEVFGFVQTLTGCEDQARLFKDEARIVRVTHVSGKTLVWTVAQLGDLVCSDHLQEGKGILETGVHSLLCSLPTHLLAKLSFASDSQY
#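 Read-out is AlphaScreen signal from streptavidin donor and nickel chelate acceptor beads (10 ug/mL final each) bridging L3MBTL1 (50 nM) and biotinylated K9-monomethylated H3(1-15) peptide (75 nM), after 30 min compound exposure at room temperature.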
# * = called active by the depositor; ? = inconclusive; [ ] = remark or other dose. % is set by controls: 0 for no effect and ±100 for the full control effect; potency is the fitted concentration of half-maximal effect. This is a subset; rates above refer to the full screens.
SMILES,L3MBTL1 block
CCCCS(=O)(=O)N1CCCC(C(=O)Oc2ccccc2OC)C1 (centres undefined),-3%
CCN1CCSc2ccc(C(=O)NCc3ccccc3C)cc21,-13%
COc1ccc(CCNC(=O)Cc2ccc(C)cc2)cc1OC,-3%[2.29 µM]
CC(C)CC(=O)Nc1ccc(C(=O)COC(=O)Cc2n[nH]c(=O)c3ccccc23)cc1,-13%
O=C(NCc1ccc(Cl)cc1)c1cc2ccccc2oc1=O,53%[activator]
O=C(Nc1ccc(Cl)c(S(=O)(=O)N2CCOCC2)c1)C1CCCC1,2%
O=C(NC(Cc1ccccc1)C(=O)N1CCN(S(=O)(=O)c2ccccc2F)CC1)c1ccccc1 (centres undefined),4%
O=C1CN(C(=O)COC(=O)CCc2ccccc2)c2ccccc2N1,3%
CCOC(=O)[C@H]1[C@H]2COc3cc(OC)ccc3[C@@H]2N2C(=O)CN(CCc3c[nH]c4ccccc34)C(=O)[C@@]12C,-6%
Cc1ccn2c(=O)nc(SCC(=O)NCc3ccccc3Cl)nc2c1,?
O=C(Nc1ccc(-c2csc(Nc3ccccc3)n2)cc1)c1ccccc1,-3%
CC(C)NS(=O)(=O)c1ccc(NC(=O)c2cccnc2)cc1,5%
O=C(Nc1ccccc1C(=O)NC1CC1)c1ccc([N+](=O)[O-])o1,32µM*
Cc1ccsc1C(=O)NC1CCCCC1C (centres undefined),6%
CCCCN(C(=O)CN(C)CC(=O)Nc1cccc(OC)c1)c1c(N)n(CCCC)c(=O)[nH]c1=O,-2%
COc1ccc(C(CNC(=O)c2ccc(-c3cccc(C(F)(F)F)c3)o2)N2CCOCC2)cc1 (centres undefined),-5%
Cc1ccc(NC(=O)CSCC(=O)N(CCC(C)C)c2c(N)n(Cc3ccccc3)c(=O)[nH]c2=O)cc1,3%
CCOc1ccc(N2C(=O)c3ccccc3NC2(C)CC)cc1 (centres undefined),-5%
COC(CNS(=O)(=O)c1ccc(S(=O)(=O)NC2CC2)cc1)OC,6%
COc1ccc(CCN2CC(C(=O)OC(C)C(=O)Nc3cccc(Cl)c3)CC2=O)cc1OC (centres undefined),0%
Cc1cc(C)cc(NC(=O)CN2C(=O)C3CC=CCC3C2=O)c1 (centres undefined),-1%
CC(=O)Nc1ccc(S(=O)(=O)NCC(=O)OCC(=O)NCc2ccc3c(c2)OCO3)cc1,5%
C/C(=N\NC(=O)c1cccc(S(=O)(=O)Nc2ccc(C)cc2C)c1)c1ccncc1,1%
COc1cc(/C=C/C(=O)OCC(=O)NC(=O)NC2CCCCC2C)ccc1OC(F)F (centres undefined),0%
O=C1COc2ccc(C(=O)COC(=O)c3nc(Cl)ccc3Cl)cc2N1,-4%

# The list goes on (two carried over from the part before).
SMILES,L3MBTL1 block
COc1cc(/C=C/C(=O)OCC(=O)NC(=O)NC2CCCCC2C)ccc1OC(F)F (centres undefined),0%
O=C1COc2ccc(C(=O)COC(=O)c3nc(Cl)ccc3Cl)cc2N1,-4%
CCCCNC(=O)O[C@@H]1C[C@H]2CCC(=O)N3CC[C@@H](C1)[C@@H]23,4%
CN(CC(=O)Nc1ccccc1Cl)C(=O)COC(=O)c1nc(Cl)ccc1Cl,2%
O=C(NOCc1ccccc1)c1ccc([N+](=O)[O-])cc1,3%
Cc1ccccc1C(=O)O[C@H]1[C@H](Cc2ccccc2)NS(=O)(=O)[C@H]2CC3C=C[C@]12O3,7%
CCOC(=O)C1CCCN(C(=S)NC(=O)c2cc(Br)ccc2Cl)C1 (centres undefined),9%
Clc1cccc(OCCCCCN2CCOCC2)c1,5%
CC1C(=O)Nc2ccc(S(=O)(=O)NCc3ccc(Cl)cc3)cc2NC1=O (centres undefined),-10%
CCN(CC(=O)Nc1ccc(NC(C)=O)cc1)C(=O)CN1C(=O)NC2(CCCC2)C1=O,-5%
CC[C@@]1(C(=O)OC)N[C@H](CN(C)C(=O)COc2ccccc2)[C@@H]2C(=O)N(Cc3ccccc3)C(=O)[C@@H]21,30%
O=C(CCC(=O)c1cccs1)NCc1cccc(C(F)(F)F)c1,0%
CN(Cc1ccc(Cl)cc1)C(=O)COC(=O)CSc1ccc([N+](=O)[O-])cc1,-6%
CCOC(=O)N1CCN(C(=O)c2ccc(S(=O)(=O)Nc3ccccc3)cc2)CC1,5%
NS(=O)(=O)c1ccc(CNC(=O)c2ccc(C(=O)c3ccccc3)cc2)cc1,-3%
COc1ccc(COCC(O)CN2CCN(S(=O)(=O)c3ccc(C(C)C)cc3)CC2)cc1 (centres undefined),-10%
COc1ccc(CCNC(=O)c2cc(S(=O)(=O)N3CCCCC3)c[nH]2)cc1OC,5%
COc1ccc(-c2sc(Nc3ccccc3)n[n+]2-c2ccc(F)cc2)c(OC)c1OC,-3%
CCN1C(=O)[C@H]2[C@@H](c3ccc(-c4ccc(F)cc4)c(OC)c3)N[C@@](C)(C(=O)OC)[C@H]2C1=O,-10%
C[C@@H]1CCC(=O)N(C[C@@H](C)CSc2ccc(Br)cc2)CC1,19%
CC(=O)N1CCN(c2ccc(NC(=O)c3ccc(Cl)c(Cl)c3)cc2)CC1,-4%
CN(C(=O)c1ccc(NC(=O)Cc2cccc(NC(=O)C3CCCN(C(=O)C4CCC4)C3)c2)cc1)C1CCCC1 (centres undefined),-8%
COc1ccccc1-c1cc(-c2ccccc2)nc(SCC(=O)O)c1C#N,10%
CCN1CCc2c(sc(NC(=O)C3CCCCC3)c2C(=O)OC)C1,-1%
CC(=O)N1CCN(C(=O)c2ccc(NS(=O)(=O)c3cc(C)ccc3C)cc2)CC1,2%
COc1ccc(OC)c(C2Nc3ccccc3NC3=C2C(=O)CC(C)(C)C3)c1 (centres undefined),-5%
COc1cccc(C(=O)N2CCN(C(=O)C3CCCO3)CC2)c1 (centres undefined),-6%
SMILES,L3MBTL1 block
Cc1cc(C(=O)OCC(=O)NC2CCCC2)c2ccccc2n1,2%
Cc1ccc(S(=O)(=O)N2CCOCC2)cc1C(=O)Nc1cccc(C(=O)NC2CC2)c1,5%
COc1ccc(CNC(=O)COC(=O)c2cccc(S(=O)(=O)N3CCOCC3)c2)cc1,6%
O=C(CSc1ccc(Cl)cc1)Nc1nnc(-c2ccco2)o1,17%
CC(=O)c1ccc(S(=O)(=O)Nc2ccc(-n3cnnn3)cc2)cc1,?
O=C(NCc1ccc(/C=N\NC(=O)C(=O)Nc2ccccc2Br)o1)C(=O)Nc1ccccc1,-2%
COc1cc(C(=O)NCC(c2ccco2)N2CCOCC2)cc(OC)c1OC (centres undefined),7%
CCCCc1nnc(NC(=O)Cc2ccc(OC)c(S(=O)(=O)N3CCOCC3)c2)s1,8%
O=C(Nc1nnc(SCc2ccccc2)s1)C1=COCCO1,1%
Cc1ccc(C2(C)NC(=O)N(CC(=O)Nc3ccc(N4CCOCC4)cc3N3CCOCC3)C2=O)cc1 (centres undefined),-1%
Cc1c(NS(=O)(=O)c2ccc(F)cc2)c(=O)n(-c2ccccc2)n1C,-9%[2.29 µM]
Cc1cc(C)n(C(=O)Cn2nc(C)c(Cl)c2C)n1,0%
CC(C)(C#CC(O)(c1ccccc1)c1ccccc1)N1CCCCC1,-12%
CS(=O)(=O)Nc1nnc(CCc2ccccc2)s1,6%
Cc1cc(OCC(=O)OCC(=O)Nc2cc(S(=O)(=O)N3CCOCC3)ccc2Cl)ccc1Cl,4%
Cc1cc(Br)ccc1NC(=O)CN(C)C(=O)CN1C(=O)NC(C)(C2CC2)C1=O (centres undefined),0%
CCN(CC(=O)Nc1ccc(NC(C)=O)cc1)C(=O)c1cccc(-n2cccc2)c1,28µM*
CCC1CCCCN1Cc1c(O)ccc2c(=O)c(-c3ccccc3)coc12 (centres undefined),3%[2.29 µM]
Nc1nnc(SCC(=O)NCC(=O)Nc2ccc(F)c(F)c2F)s1,2%
CCOC(=O)C(C)N(c1ccccc1Cl)S(C)(=O)=O (centres undefined),7%
Cc1ccccc1OCC(=O)Nc1ccc2c(c1)ncn2C,0%
CC(NC(=O)c1ccco1)C12CC3CC(CC(C3)C1)C2 (centres undefined),0%
CSCCC(NC(=O)c1ccccc1)C(=O)N1CC(C)OC(C)C1 (centres undefined),0%
CC(C)(C)OC(=O)N[C@@H](C(=O)OC(C)(C)C)c1ccc(C(F)(F)F)cc1,10%
Cc1ccccc1-c1nnn(CC(=O)NC(=O)NC2CCCC2)n1,1%

# In the list so far, these have a thiophene ring, fused or not:
SMILES,L3MBTL1 block
Cc1ccsc1C(=O)NC1CCCCC1C (centres undefined),6%
O=C(CCC(=O)c1cccs1)NCc1cccc(C(F)(F)F)c1,0%
CCN1CCc2c(sc(NC(=O)C3CCCCC3)c2C(=O)OC)C1,-1%

# Arranged by the number under L3MBTL1 block (smallest number first): 4 from the list above.
SMILES	L3MBTL1 block
COc1cccc(C(=O)N2CCN(C(=O)C3CCCO3)CC2)c1 (centres undefined)	-6%
COc1ccc(C(CNC(=O)c2ccc(-c3cccc(C(F)(F)F)c3)o2)N2CCOCC2)cc1 (centres undefined)	-5%
O=C(NC(Cc1ccccc1)C(=O)N1CCN(S(=O)(=O)c2ccccc2F)CC1)c1ccccc1 (centres undefined)	4%
CC(=O)Nc1ccc(S(=O)(=O)NCC(=O)OCC(=O)NCc2ccc3c(c2)OCO3)cc1	5%

# Fetched by compound from above, two records:
SMILES,L3MBTL1 block
Cc1ccc(S(=O)(=O)N2CCOCC2)cc1C(=O)Nc1cccc(C(=O)NC2CC2)c1,5%
Cc1ccccc1-c1nnn(CC(=O)NC(=O)NC2CCCC2)n1,1%

# The list goes on:
SMILES,L3MBTL1 block
O=C(c1cc(S(=O)(=O)N2CCOCC2)ccc1F)N(Cc1nnc(-c2ccccc2Cl)o1)C1CC1,3%
COc1ccc2[nH]c3c(c2c1)CCN1C(=O)C(CC(=O)NCC24CC5CC(CC(C5)C2)C4)C[C@H](C(=O)N2CCOCC2)[C@@]31C (some centres undefined),-1%
COc1ccccc1N1CCN(c2ccc([N+](=O)[O-])cn2)CC1,-8%
O=C(Nc1ccc(S(=O)(=O)N2CCCC2)cc1)c1cncc(Br)c1,6%
O=C(CCNC(=O)c1ccccc1Cl)NCc1ccncc1,0%
COc1ccc(OC)c(C2NC(=O)NC(C)=C2C(=O)OCc2ccccc2)c1 (centres undefined),-5%
CCCCOC(=O)C1=C(C)NC(=O)NC1c1ccc(N(C)C)cc1 (centres undefined),-4%
Cc1ccc(S(=O)(=O)NC2CC2)cc1[N+](=O)[O-],1%
O=C(COc1coc(CN2CCc3ccccc3C2)cc1=O)Nc1cccc(F)c1,-9%
O=C(CCCC(=O)NC1CCCCC1)Nc1ccc([N+](=O)[O-])cc1,3%
COc1cc(Cn2nnc3ccccc32)cc(Br)c1O,-7%
COc1cccc(NC(=O)COC(=O)CNC(=O)C2CCCCC2)c1,2%
CC1CN(CCOCCOc2ccccc2-c2ccccc2)CC(C)O1 (centres undefined),3%
CN(C)CCCN(C(=O)c1ccc(S(=O)(=O)N2CCCCCC2)cc1)c1nc2c(F)cc(F)cc2s1,1%
COC(=O)c1cn(CC(=O)Nc2ccccc2C)c2ccccc12,4%
CCOC(=O)N1CCN(C(=O)CCN2C(=O)c3ccccc3S2(=O)=O)CC1,3%
O=C(COc1ccccc1Cl)N1CCc2ccccc2C1,0%
COCCNC(=S)N(CCCN(C)C)Cc1cc2cc3c(cc2[nH]c1=O)OCCO3,12%[2.29 µM]
COc1ccc(NC(=O)CCCCC(=O)Nc2ccc(OC)cc2)cc1,?
Cc1cccc(NC(=O)CNC(=O)c2ccco2)n1,3%
COC(=O)CCC[C@H]1CC2(C[C@H](CCCO[Si](C)(C)C(C)(C)C)N1C(=O)OC(C)(C)C)OCCO2,3%
CCN(CC)c1ccc(NC(=O)COC(=O)CCC(=O)c2cccs2)cc1,-18%
O=C(NCCc1c[nH]c2ccccc12)c1ccccc1,-3%
CN1CCN(S(=O)(=O)c2ccc([N+](=O)[O-])cc2)CC1,3%
CCCCOCCCNCc1cccn1CCN1CCOCC1,-1%
SMILES,L3MBTL1 block
Cc1cc(=O)oc2c(C)c(OC(C)C(=O)NC(Cc3c[nH]c4ccc(O)cc34)C(=O)O)ccc12 (centres undefined),-2%
COc1ccc(NS(=O)(=O)c2cc(NC(=O)C3=NN(c4ccccc4)C(=O)CC3)ccc2OC)cc1,2%
Cc1ccc([N+](=O)[O-])cc1S(=O)(=O)Nc1ccc(-c2ccc(N3CCOCC3)nn2)cc1,4%
Cc1c(C(=O)N2CCN(S(=O)(=O)c3cccs3)CC2)oc2ccc(F)cc12,-7%
COC(=O)C1(Cc2cc(-c3ccccc3)no2)CCN(C(=O)OC(C)(C)C)CC1,0%
Cc1ccc(S(=O)(=O)/N=C2\C=C(Nc3ccc(O)cc3)C(=O)c3ccccc32)cc1,?
Cn1c2ccsc2c2cnn(Cc3ccc(F)cc3)c(=O)c21,3%
CCOn1c(=O)c(-c2cccc(Br)c2)[n+]([O-])c2ccccc21,1%
CCN1CCc2c(sc(NC(=O)Cc3ccccc3)c2C(N)=O)C1,43%[activator]
CCN(c1ccc(C(=O)CSc2nnc(C3CC3)n2C2CC2)cc1)S(C)(=O)=O,3%
COc1ccc(NC(=O)N(C)C[C@H]2Oc3c(NC(=O)C4CCCCC4)cccc3C(=O)N([C@H](C)CO)C[C@@H]2C)cc1,7%
CCCc1ccc(S(=O)(=O)N2CCN(C(C)C(=O)NC3CCCC3)CC2)cc1 (centres undefined),3%
O=C(C[C@@H]1NS(=O)(=O)OC2CCCCC21)c1ccccc1 (some centres undefined),3%
O=C(CSc1nc2ccccc2nc1N1CCCC1)Nc1ccc(F)cc1,14%
COc1ccc(CC(CN)c2ccccc2)cc1 (centres undefined),-3%
Cc1ccc(S(=O)(=O)CCC(=O)OCC(=O)NC2CCS(=O)(=O)C2)cc1 (centres undefined),-1%
COc1ccc2nc(C3CCCCC3)nc(C3CCCCC3)c2c1,-9%
